Screening results: PubChem, several laboratories
TNF death inh: inhibitors of TNF-alpha induced necroptosis in Jurkat FADD-/- cells | Jurkat FADD-/- TNF necroptosis rescue, ATP luminescence, 24 h; 0 = TNF only, 100 = no-TNF cells | activation (protection from cell death), % at 10 µM | hit rate 0.068% among 220,000 | AID 463075;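 active = activation, meaning protection from cell death, of at least 50% relative to plate controls; inactive = activation below 50%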;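 also: necroptosis triggered by 40 ng/mL TNF-alpha added together with compound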
zVAD death inh: L929 zVAD cell death inhibition. AID 1377. hit rate 0.38% among 220,000. viability rescue, % at 10 µM. L929 zVAD necroptosis rescue, ATP luminescence, 24 h; with zVAD 60 µM;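 active = activation, scaled between plate controls, above about 75%, limit read from the data; inactive = activation under that limit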;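 also: 0% = zVAD with DMSO and 100% = DMSO alone without zVAD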
FXIIa inh: factor XIIa (human) inhibition; purified FXIIa, Boc-QGR-AMC fluorogenic substrate, 2 h; inhibition, % at 5 µM; hit rate 0.3% among 220,000; in the data active = inhibition above about 40%;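 also: 0% = enzyme with no compound and 100% = blank without enzyme; many of its hits are not listed in these tables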
Target sequence (P00748 20-372 limits assumed): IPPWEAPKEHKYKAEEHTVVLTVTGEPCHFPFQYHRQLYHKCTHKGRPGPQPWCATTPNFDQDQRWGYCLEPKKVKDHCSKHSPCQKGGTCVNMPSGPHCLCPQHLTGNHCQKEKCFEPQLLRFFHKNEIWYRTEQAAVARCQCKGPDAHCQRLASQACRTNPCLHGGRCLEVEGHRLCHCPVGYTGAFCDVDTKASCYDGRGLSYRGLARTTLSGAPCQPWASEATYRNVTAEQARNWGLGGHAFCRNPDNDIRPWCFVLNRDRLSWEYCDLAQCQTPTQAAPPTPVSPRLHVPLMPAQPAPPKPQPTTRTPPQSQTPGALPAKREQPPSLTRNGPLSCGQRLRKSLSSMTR
Target sequence (P00748 373-615 limits assumed): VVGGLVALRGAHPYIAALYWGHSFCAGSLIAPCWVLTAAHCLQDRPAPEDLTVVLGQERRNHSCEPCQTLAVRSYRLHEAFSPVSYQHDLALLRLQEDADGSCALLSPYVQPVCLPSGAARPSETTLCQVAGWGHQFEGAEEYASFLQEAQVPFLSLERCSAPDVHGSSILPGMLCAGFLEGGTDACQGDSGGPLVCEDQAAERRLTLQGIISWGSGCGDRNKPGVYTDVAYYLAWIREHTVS
TbHK1 inh: blocks Trypanosoma brucei hexokinase 1 activity | AID 1430 | inhibition, % at 10 µM | recombinant TbHK1, G6PDH-coupled NADH A340 | hit rate 0.11% among 220,000;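 active = inhibition of 50% or more in the single-dose primary screen; inactive = inhibition below 50%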
PPC-1+TRAIL kill: kills PPC-1 cancer cells in the presence of TRAIL; PPC-1 cells + TRAIL, ATPLite viability luminescence; hit rate 0.41% among 220,000; cell killing (% activity), % at 4 µM;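 active = cell killing above 50% in the first pass at 4 µM, then a duplicate retest at 5 µM averaging 50% or more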;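 also: plate controls were cells with TRAIL plus DMSO for no effect and medium-only wells lacking cells for full effect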
FXIa inh 1536: blocks human coagulation factor XIa protease activity. AID 798. purified FXIa, Boc-Glu-Ala-Arg-AMC fluorogenic substrate. hit rate 0.14% among 220,000. inhibition, % at 5 µM;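 active = inhibition of at least 40%; inactive = inhibition below 40%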;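 also: fluorescence of freed AMC excited at 355 nm; 0% = enzyme without compound and 100% = no enzyme blank; many of its hits are not listed in these tables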
Wee1 stabilizer: human Wee1 degradation inhibition, primary screen | AID 1321 | hit rate 1.2% among 220,000 | HeLa Luc-Wee1K328M stability, luciferase luminescence; 100% = proteasome inhibitor MG132 effect | P30291 | reporter increase, % at 5 µM;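 active = activation above the mean of all tested compounds plus 3 SD, set per screening run, cut at about 8.8% in these data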;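 also: cells exposed to compound for 20 h before luminescence read; 0% = DMSO alone and 100% = MG132 at 30 µM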
EP2 antag: EP2 receptor (human) inhibition; P43116; C6 glioma cells expressing human EP2, cAMP TR-FRET; cells stimulated with saturating PGE2; hit rate 0.52% among 260,000; inhibition, % at 25 µM;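 active = percent inhibition above 40 after rounding to a whole number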;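 also: rat C6 glioma host cells with rolipram phosphodiesterase inhibitor present; the protocol text gives 20 µM as final concentration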
Target sequence (P43116 whole entry, looked up): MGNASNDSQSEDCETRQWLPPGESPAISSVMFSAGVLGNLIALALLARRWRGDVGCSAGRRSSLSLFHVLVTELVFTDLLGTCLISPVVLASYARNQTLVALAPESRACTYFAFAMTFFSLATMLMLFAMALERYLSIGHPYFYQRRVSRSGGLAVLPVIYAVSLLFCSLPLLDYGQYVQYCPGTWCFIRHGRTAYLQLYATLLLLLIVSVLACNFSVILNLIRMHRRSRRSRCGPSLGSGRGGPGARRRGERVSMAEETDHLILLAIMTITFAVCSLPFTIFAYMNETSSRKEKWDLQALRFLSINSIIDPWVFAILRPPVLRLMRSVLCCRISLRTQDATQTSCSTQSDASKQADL
CHOP inh: CHOP inhibition in unfolded protein response; AID 2732; hit rate 3.8% among 220,000; inhibition, % at 10 µM; CHO-K1 CHOP-promoter luciferase, tunicamycin-induced, 15-18 h;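 active = compounds that reduced the stress-induced luciferase reporter signal by more than about 70% of percent inhibition, limit read from the data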;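 also: 0% = tunicamycin plus vehicle and 100% = wells without tunicamycin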
The depositor's hits bear a star; & = joins results of further samples. This is a subset; the hit share may differ from the screen's.

Screening CC(C)(O)C#Cc1ccc(CN2CCN(Cc3ccsc3)C(CCO)C2)s1 (stereo unspecified) returned TNF death inh 0.2, zVAD death inh -0.3, FXIIa inh 8.1, TbHK1 inh -2.9, PPC-1+TRAIL kill -0.4, FXIa inh 1536 4.2, Wee1 stabilizer 1.6, EP2 antag 1.1 and CHOP inh 2.6.
O=c1cc2c(nn1Cc1ccccc1Cl)-c1ccccc1CC2 was read as TNF death inh -0.1, zVAD death inh -0.4, FXIIa inh 28.1, TbHK1 inh 5.2, PPC-1+TRAIL kill 20.7, FXIa inh 1536 -3.0, Wee1 stabilizer -2.2, EP2 antag 7.7 and CHOP inh 85.6*.
For CN1CCc2nc(NC(=O)c3cccc(OC(F)F)c3)sc2C1 the results were TNF death inh 0.1, zVAD death inh -0.2, FXIIa inh 21.9, TbHK1 inh -31.7, PPC-1+TRAIL kill 23.6, FXIa inh 1536 2.3, Wee1 stabilizer 0.5, EP2 antag 12.2 and CHOP inh 5.8.
For COCCSc1ccccc1C(=O)NCC1CCCO1 (stereo unspecified) the results were TNF death inh -2.0, zVAD death inh -0.1, FXIIa inh 9.2, TbHK1 inh 2.8, PPC-1+TRAIL kill 0.1, FXIa inh 1536 1.7, Wee1 stabilizer 2.4, EP2 antag 1.3 and CHOP inh 7.3.
Screening Cc1cc(C)nc(N2CCCC(C(=O)NCc3cccc(C(F)(F)F)c3)C2)n1 (stereo unspecified) returned TNF death inh -1.3, zVAD death inh 1.5, FXIIa inh 9.9, TbHK1 inh -2.0, PPC-1+TRAIL kill 14.6, FXIa inh 1536 4.6, Wee1 stabilizer -1.5, EP2 antag 2.4 and CHOP inh 82.9*.
Screening CC/C(=N\NC(=O)c1csc(C)c1C)c1cccs1 returned TNF death inh -1.5, zVAD death inh 0.1, FXIIa inh 10.4, TbHK1 inh 2.8, PPC-1+TRAIL kill 39.7, FXIa inh 1536 2.7, Wee1 stabilizer -0.9, EP2 antag 10.2 and CHOP inh 25.4.
O=C(OCc1ccc([N+](=O)[O-])cc1)C1CCN(S(=O)(=O)c2ccccc2)CC1 was read as TNF death inh 1.7, zVAD death inh 1.0, FXIIa inh 10.0, TbHK1 inh 27.7, PPC-1+TRAIL kill -16.2, FXIa inh 1536 4.7, Wee1 stabilizer 1.5, EP2 antag 7.6 and CHOP inh -1.7.
For COc1ccc(C(=O)N/N=C/c2cn[nH]c2-c2ccc(OC)cc2OC)cc1 the results were TNF death inh 0.0, zVAD death inh 1.4, FXIIa inh 12.6, TbHK1 inh -8.2, PPC-1+TRAIL kill 2.7, FXIa inh 1536 21.4, Wee1 stabilizer 0.3, EP2 antag 11.1 and CHOP inh -18.3.
For CC1(C)Cn2c(nnc2-c2ccccc2)S1 the results were TNF death inh 0.6, zVAD death inh -0.1, FXIIa inh 6.9, TbHK1 inh -7.1, PPC-1+TRAIL kill 4.4, FXIa inh 1536 4.1, Wee1 stabilizer -0.6, EP2 antag 7.2 and CHOP inh 9.5.
`CCOC(=O)C1CCN(C2=C(NS(=O)(=O)c3ccc(Cl)cc3)C(=O)c3ccccc3C2=O)CC1` gave TNF death inh -6.4, zVAD death inh 1.1, FXIIa inh 8.6, TbHK1 inh -3.8, PPC-1+TRAIL kill 0.9, FXIa inh 1536 5.0, Wee1 stabilizer -3.7, EP2 antag 9.8 and CHOP inh 7.3.
Screening O=C(CSc1cccs1)NCCc1ccccc1 returned TNF death inh 1.3, zVAD death inh 0.0, FXIIa inh 10.9, TbHK1 inh -9.7, PPC-1+TRAIL kill 25.6, FXIa inh 1536 10.3, Wee1 stabilizer -2.6, EP2 antag 9.4 and CHOP inh -4.8.
For C=C(C)COc1ccc(-c2[nH]ncc2-c2ccc(Br)cc2)c(O)c1 the results were TNF death inh -9.5, FXIIa inh 9.4, TbHK1 inh -2.6, PPC-1+TRAIL kill -20.7, FXIa inh 1536 0.2, Wee1 stabilizer 1.9, EP2 antag 10.6 and CHOP inh 105.7*.
`Cc1ccc(Nc2nc(-c3ccc(S(=O)(=O)N4CCOCC4)cc3)cs2)cc1` gave TNF death inh -1.8, zVAD death inh 0.1, TbHK1 inh -7.4, Wee1 stabilizer 1.6 and EP2 antag 13.4.
Screening COc1cc(/C=C2\C(=O)N(c3ccc(NC(C)=O)cc3)N=C2c2ccccc2)ccc1O returned TNF death inh -3.5, zVAD death inh 2.2, FXIIa inh 3.2, TbHK1 inh -32.8, PPC-1+TRAIL kill -8.4, FXIa inh 1536 -5.8, Wee1 stabilizer -0.5, EP2 antag 14.5 and CHOP inh -0.5.
For CN(C)C=Nc1c(C(=O)c2ccccc2)sc2nccc(N(C)C)c12 the results were TNF death inh 1.6, zVAD death inh 0.0, FXIIa inh 17.0, TbHK1 inh -11.9, PPC-1+TRAIL kill 11.7, FXIa inh 1536 2.3, Wee1 stabilizer 0.5, EP2 antag 12.0 and CHOP inh 34.4.
O=S(=O)(Nc1ccc(-c2cn3ccccc3n2)cc1)c1ccccc1 was read as TNF death inh 2.7, zVAD death inh 0.2, FXIIa inh 21.2, TbHK1 inh -26.3, PPC-1+TRAIL kill 4.1, FXIa inh 1536 6.7, Wee1 stabilizer -0.5, EP2 antag 10.6 and CHOP inh -15.7.
For COc1ccc(CCNC(=O)Cc2cc(=O)[nH]c(=O)[nH]2)cc1OC the results were TNF death inh 0.1, zVAD death inh -0.1, FXIIa inh 13.2, TbHK1 inh -2.6, PPC-1+TRAIL kill 25.1, FXIa inh 1536 -1.0, Wee1 stabilizer -1.4, EP2 antag 9.3 and CHOP inh 40.7.
Screening O=C(OCC(=O)N1CCc2ccccc21)c1ccccn1 returned TNF death inh 0.5, zVAD death inh 0.5, FXIIa inh 4.4, TbHK1 inh -1.6, PPC-1+TRAIL kill 0.7, FXIa inh 1536 -0.1, Wee1 stabilizer 0.1, EP2 antag 8.7&8.4 and CHOP inh 25.3.
For CC/C(C)=N\Nc1nc(-c2cc3cc(OC)ccc3oc2=O)cs1 the results were TNF death inh -4.3, zVAD death inh 0.2, FXIIa inh 1.0, TbHK1 inh -31.5, PPC-1+TRAIL kill 10.5, FXIa inh 1536 -1.4, Wee1 stabilizer 1.7, EP2 antag 11.6 and CHOP inh -20.0.
Screening Cc1cc(=O)[nH]c(NN=C2CCC(C(C)(C)C)CC2)n1 (stereo unspecified) returned TNF death inh 0.5, zVAD death inh 3.1, FXIIa inh 9.6, TbHK1 inh -0.4, PPC-1+TRAIL kill -3.7, FXIa inh 1536 -3.2, Wee1 stabilizer 0.9, EP2 antag 13.6 and CHOP inh 82.1*.
Screening COc1ccccc1CNS(=O)(=O)N(C)C returned TNF death inh -0.3, zVAD death inh 1.5, FXIIa inh 4.3, TbHK1 inh -0.4, PPC-1+TRAIL kill 32.2, FXIa inh 1536 -3.1, Wee1 stabilizer -2.5, EP2 antag 7.4 and CHOP inh 1.8.
Cc1nn(CC(=O)NC2C(=O)N3C(C(=O)O)=C(CSc4nnnn4C)CSC23)cc1Br (stereo unspecified) was read as TNF death inh 0.5, zVAD death inh 0.4, FXIIa inh 11.5, TbHK1 inh 4.1, PPC-1+TRAIL kill 14.7, FXIa inh 1536 1.5, Wee1 stabilizer 2.3, EP2 antag 1.3 and CHOP inh 20.6.
Screening COc1cccc(-n2c(CNC(=O)OC(C)(C)C)n[nH]c2=S)c1 returned TNF death inh 1.0, zVAD death inh -0.6, FXIIa inh 17.6, TbHK1 inh 38.1, PPC-1+TRAIL kill 9.4, FXIa inh 1536 2.8, Wee1 stabilizer 1.9, EP2 antag 10.3&12.1 and CHOP inh -13.3.
O=C(Cn1cc(C(F)(F)F)ccc1=O)N/N=C/c1ccccc1O was read as TNF death inh -3.6, zVAD death inh 1.4, FXIIa inh 1.4, TbHK1 inh -18.2, PPC-1+TRAIL kill 6.2, FXIa inh 1536 -1.8, Wee1 stabilizer -0.1, EP2 antag 12.9 and CHOP inh 46.6.
For O=C(O)c1cc(Cl)c(Cl)cc1C(=O)Nc1cccnc1 the results were TNF death inh 0.7, zVAD death inh 2.4, FXIIa inh 0.4, TbHK1 inh 1.2, PPC-1+TRAIL kill 9.0, FXIa inh 1536 6.9, Wee1 stabilizer 3.3, EP2 antag 9.4 and CHOP inh -26.7.
COc1ccc(CNc2ccc3c(c2)CCC3)cc1OC was read as TNF death inh -2.7, zVAD death inh 0.6, FXIIa inh 10.8, TbHK1 inh -3.4, PPC-1+TRAIL kill -21.6, FXIa inh 1536 6.5, Wee1 stabilizer 3.4, EP2 antag 16.2 and CHOP inh 40.0.
COc1ccc(NS(=O)(=O)c2cccc(C(=O)NNC(=O)NCCCl)c2)cc1 was read as TNF death inh 0.3, zVAD death inh 2.2, FXIIa inh 14.8, TbHK1 inh 1.0, PPC-1+TRAIL kill 25.9, FXIa inh 1536 9.0, Wee1 stabilizer -1.0, EP2 antag 4.5 and CHOP inh 7.3.
Screening COc1cccc(C2CC(c3cccs3)=NN2C(=O)CSc2nc3ccccc3o2)c1OC (stereo unspecified) returned TNF death inh 1.3, zVAD death inh 0.4, FXIIa inh 5.3, TbHK1 inh -18.6, PPC-1+TRAIL kill 2.8, FXIa inh 1536 0.3, Wee1 stabilizer -2.7, EP2 antag 8.6 and CHOP inh 18.1.
`c1ccc(SCc2cc(-c3ccccc3)no2)cc1` gave TNF death inh 8.8, zVAD death inh 0.5, FXIIa inh 2.6, TbHK1 inh 2.4, PPC-1+TRAIL kill -3.3, FXIa inh 1536 -2.6, Wee1 stabilizer 1.7, EP2 antag 7.2 and CHOP inh -20.5.
CCOC(=O)N1CCC(NC(=O)Cn2cc3c(n2)CCCCC3)CC1 was read as TNF death inh 0.8, zVAD death inh 1.2, FXIIa inh -1.1, TbHK1 inh 6.1, PPC-1+TRAIL kill 2.8, FXIa inh 1536 -6.6, Wee1 stabilizer 1.0, EP2 antag 2.4 and CHOP inh 3.4.
`O=C(CCc1nc2ccccc2s1)N1CCN(S(=O)(=O)c2cccs2)CC1` gave TNF death inh -4.4, zVAD death inh -0.3, FXIIa inh 12.0, TbHK1 inh -5.2, PPC-1+TRAIL kill 2.9, FXIa inh 1536 3.5, Wee1 stabilizer -0.9, EP2 antag 9.2 and CHOP inh 12.6.
Screening CC(CNCc1ccc2c(c1)OCO2)NCc1ccc2c(c1)OCO2 (stereo unspecified) returned TNF death inh 1.9, zVAD death inh -0.4, FXIIa inh 9.8, TbHK1 inh 2.8, PPC-1+TRAIL kill 30.4, FXIa inh 1536 -1.1, Wee1 stabilizer -0.1, EP2 antag 15.3 and CHOP inh 85.3*.
`O=C(CC12CC3CC(CC(C3)C1)C2)NC(=S)N1CCCCC1` gave TNF death inh -0.6, zVAD death inh -0.4, FXIIa inh -2.5, TbHK1 inh 1.2, PPC-1+TRAIL kill 7.7, FXIa inh 1536 -5.4, Wee1 stabilizer 2.9, EP2 antag 2.4 and CHOP inh 5.7.
Cc1ccc(-c2nn3c(C)nnc3s2)cc1NC(=O)CSc1ccc(Cl)cc1 was read as TNF death inh -0.6, zVAD death inh -0.3, FXIIa inh -0.7, TbHK1 inh -0.4, PPC-1+TRAIL kill -8.9, FXIa inh 1536 -0.5, Wee1 stabilizer -4.8, EP2 antag 7.8 and CHOP inh 31.2.
Screening O=C(/C=C/c1ccc(F)cc1)NCc1ccco1 returned TNF death inh 1.6, zVAD death inh 0.9, FXIIa inh 5.0, TbHK1 inh 44.7, PPC-1+TRAIL kill 25.1, FXIa inh 1536 -2.0, Wee1 stabilizer -1.1, EP2 antag 7.9 and CHOP inh -4.2.
OC(CNCCCCNCC(O)C(F)(F)F)C(F)(F)F (stereo unspecified) was read as TNF death inh 0.2, zVAD death inh 1.0, FXIIa inh 4.4, TbHK1 inh -2.2, PPC-1+TRAIL kill -10.9, FXIa inh 1536 -2.4, Wee1 stabilizer 0.7, EP2 antag 2.8 and CHOP inh 5.8.
